# CD40 NFkB inh: CD40 pathway inhibition in BL2 cells | BL2 NF-kB luciferase reporter, CD40L-induced, 4 h | inhibition, % at 10 µM | 0.94% of 83,000 active;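 active = mean inhibition of at least 50% with a set share of replicates also reaching that level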;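 note: 0% = neutral control wells and 100% = IKK inhibitor VII at 50 µM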
# * hit, by the source's call; & = joins results of further samples; [ ] = remark or other dose. Not all compounds are listed (hit frequency here may not be typical).
compound	CD40 NFkB inh
CC1C=NC(S(=O)(=O)N2CC[C@@H]3[C@H](CO)N(C)c4ccc(C#Cc5cccnc5)cc4[C@@H]32)=N1 (stereo partly drawn)	-9[25 µM]
O=C(Oc1nsnc1N1CCOCC1)N1CCCC1	3
CCOc1ccc2nc(NC(=O)Nc3cccs3)sc2c1	-48
CCOCC(=O)Nc1ccc2c(c1)N(S(=O)(=O)c1cccs1)CCC2	20
CCCNC(=O)Cn1nc(C(F)(F)F)c2c1CCC2	6
Cc1ccc(S(=O)(=O)N(C)C[C@@H]2OCc3cnnn3CCCC(=O)N([C@@H](C)CO)C[C@@H]2C)cc1	-6
CCOC(=O)C1(C)CCCN(C(=O)c2cccs2)C1 (stereo not drawn)	6
COCCNC(=O)c1cc(C(=O)CC(C)C)c[nH]1	9
COc1ccccc1NC(=S)NCc1ccc2c(c1)cc(C)n2C	-1
COCC1CCN(C(=O)C2CCC(=O)N(C3CCCCCC3)C2)CC1 (stereo not drawn)	-8
CC(C)N1CCC(=O)NC1=O	-2
CO[C@@H]1CN(C)C(=O)c2cc(NC(=O)C3CCC3)ccc2OC[C@H](C)N(Cc2nccs2)C[C@@H]1C	15
O=C(O)C1CCCCC1C(=O)NCc1ccc(Cl)c(Cl)c1 (stereo not drawn)	-15
CC1CCCN(C(=O)c2ccc3nc[nH]c3c2)C1 (stereo not drawn)	8
CC(C)Cc1[nH]c(=O)c(C#N)c2c1CCCC2	11
O=C(CN1CCCC1)NC1C2CC3CC(C2)CC1C3 (stereo not drawn)	6
O=C(NC1CCC1)[C@H]1[C@H](CO)[C@H]2Cn3c(cccc3=O)[C@H]2N1CC1CCOCC1	-2
O=C(NCc1cc(Cl)cc(Cl)c1)c1ccc2nc([C@@H]3O[C@H](CO)[C@H](O)[C@H](O)[C@H]3O)[nH]c2c1	4
CCC(C#CCN1CCCCC1)(CC)OCCC#N	5
Cc1ccc(NC(=O)CN(C)CC(=O)Nc2ccc(N3CCOCC3)cc2)cc1F	-4
COc1ccc(Cc2nnc(NC(=O)C3CC(=O)N(c4ccccc4C)C3)s2)cc1OC (stereo not drawn)	5
CCN(CC)c1ccc2cc(-c3nnc(-c4ccncc4)o3)c(=O)oc2c1	-123
C[C@H](CO)N1C[C@H](C)[C@H](CN(C)S(=O)(=O)c2ccc(F)cc2)OCCCC[C@H](C)Oc2ccc(NC(=O)CCCCCC(=O)Nc3ccccc3N)cc2C1=O	-27[25 µM]
C(=C\c1ccccc1)/CSc1nnc(-c2ccccn2)n1Cc1ccco1	7
Cc1ccc(OCc2nc(-c3ccccn3)no2)cc1	-30
O=P(Cc1ccccc1)(Cc1ccccc1)c1ccccc1	8
COc1ccc(OC)c(S(=O)(=O)NCCC(C)C)c1	9
CN1CCN(CC(=O)Nc2nc3c(s2)CCCC3)CC1	-1
O=C([C@H]1[C@H](CO)[C@H]2Cn3c(cccc3=O)[C@@H]1N2Cc1cocn1)N1CCCCC1	2[25 µM]
N#C[C@H]1[C@@H](c2ccccc2)[C@@H](CO)N1C(=O)Cc1ccccc1	9[25 µM]
Cc1cc(NC(=O)COC(=O)C2CC(=O)N(c3ccccc3)C2)no1 (stereo not drawn)	3
COc1ccccc1OCc1ccc(C(=O)OCC2CCCO2)o1 (stereo not drawn)	-12
CN(Cc1ccccc1F)C(=O)C1CCCN(C(=O)c2ccc(Cl)cc2)C1 (stereo not drawn)	2
Cc1nc(SCC(=O)Nc2ccc(CN3CCCC3)cc2)c2c(C)c(C)sc2n1	-25
OC(c1cccc(Cl)c1)c1ncc(-c2cccc3ccccc23)[nH]1 (stereo not drawn)	5
O=C(COC(=O)c1ccncc1)Nc1cccc2ccccc12	0
O=C(Nc1cccc(C(=O)O)c1)/C(=C\c1ccc2c(c1)OCO2)NC(=O)c1ccccc1Br	-4
O=C(Cc1ccccc1)Nc1ccc(CN2CCOCC2)cc1	-52
O=C(Cc1c[nH]c2ccccc12)NCC(=O)Nc1ccc(F)c(F)c1F	4
COc1cccc(CN(C)C(=O)c2cc(-c3cccs3)nc3ccccc23)c1	14
Cn1c(SCc2ccc(Cl)cc2)nnc1C1CC1	5
CN(C)C(=O)c1cccc(-c2ccc([C@@H]3[C@H](C#N)N(C(=O)C4CCC4)[C@H]3CO)cc2)c1	-1
COc1ccc(OC)c(NC(=O)N[C@@H](Cc2ccccc2)C(=O)O)c1	-3
CN1CN(C)c2ccc([N+](=O)[O-])c3cccc1c23	11
Cn1c(=O)c2c(nc(OCc3cccnc3)n2Cc2ccccc2)n(C)c1=O	10
c1csc(-c2nnc(COc3ncnc4sccc34)o2)c1	-2
COc1ccc2c3c(n(C)c2c1)[C@@H](CO)NCC31CCN(C(=O)Nc2ccc3c(c2)OCO3)CC1	-7[25 µM]
CCOC(=O)N1CCN(C(=O)c2c(Cl)cnn2C)CC1	8
Cc1ccccc1S(=O)(=O)NC(=O)C1(C)CCN1C(=O)Cc1ccc(C(C)(C)C)cc1 (stereo not drawn)	4
CCN(C(=O)COC(=O)CNC(=O)c1cccs1)c1c(N)n(Cc2ccccc2)c(=O)[nH]c1=O	3
CCOC(=O)c1c(C)n(-c2ccc(C)cc2)c2ccc(OCC(O)CN3CCN(C)CC3)cc12 (stereo not drawn)	6
O=C(CCNC(=O)c1ccc(Br)cc1)Nc1ccccc1N1CCOCC1	6
Cc1cccc(C)c1OCc1n[nH]c(=S)n1N	-10
O=C(CCNC(=O)c1ccc([N+](=O)[O-])cc1)N/N=C/c1ccc(F)cc1	2
COc1ccccc1NC(=O)COC(=O)c1cc(C)oc1C	6
CN(C)c1cccc(C(=O)OCC(=O)N(Cc2ccccc2)C2CCS(=O)(=O)C2)c1 (stereo not drawn)	8
COc1ccc(CNC(=O)C2CCCN2S(=O)(=O)c2ccccc2)cc1 (stereo not drawn)	9
O=C(CNC(=O)Cc1ccccc1)NCC(=O)OCc1ccccc1	6
CCOC(=O)c1c(NC(=O)CN2C(=O)NC3(CCCCC3C)C2=O)sc(C(=O)N(C)C)c1C (stereo not drawn)	3
O=C(Oc1cccc2c(OC(=O)N3CCCC3)cccc12)N1CCCC1	-16

# Other compounds
compound	CD40 NFkB inh
O=C(Cc1ccncc1)N1C[C@@H]2N[C@H](C1)C2c1ccc(/C=C/c2ccccc2)cc1 (stereo partly drawn)	15&-15[25 µM]
O=C(c1cccc2ccccc12)C1CCCN(C(=O)CCCn2cncn2)C1 (stereo not drawn)	-4
COc1cccc(C#Cc2ccc([C@@H]3[C@@H](C#N)N(C(=O)C4CCC4)[C@H]3CO)cc2)c1	3
CCC(=O)Nc1c(C(=O)N2CCN(c3ccccn3)CC2)cnn1-c1ccc(Cl)cc1	-1
COC(=O)c1ccccc1OS(=O)(=O)N(C)C	6
CC(C)CC1(C)NC(=O)N(CC(=O)NC(=O)Nc2ccc3c(c2)OCCO3)C1=O (stereo not drawn)	12
COc1ccc2c3c([nH]c2c1)[C@H](CO)N(CC1CC1)CC31CN(C(=O)c2ccc(F)cc2)C1	-2[25 µM]
CC1(C)Cc2c(cnn2-c2ccc(F)cc2)C(NC(=O)C2CCC2)C1 (stereo not drawn)	9
O=C(C[n+]1cccc2ccccc21)c1ccc([N+](=O)[O-])cc1	-22
CCC(=O)N1C[C@H]2[C@@H](c3ccccc31)[C@H](CO)N2Cc1ccccc1Cl	10[25 µM]
CC(NC(=O)CCNC(=O)c1ccc(Br)cc1)c1ccc(S(N)(=O)=O)cc1 (stereo not drawn)	1
Nc1nc2sc3c(c2cc1C(=O)N1CCOCC1)CCCC3	-8
COC(=O)c1ccccc1S(=O)(=O)N1CCC(C(=O)OCC(=O)c2ccccc2OC)CC1	-5
CC(=O)Nc1ccc(CN2CCc3c([nH]c4ccccc34)C2c2ccccn2)cc1 (stereo not drawn)	-1
Cc1ccc2nc(C)cc(OCC(=O)O)c2c1	5
CCC(C)(C)NC(=O)c1ccc(Br)o1	0
COc1ccc(-c2ccc(CNCCCN3CCOCC3)o2)cc1Cl	12
C[C@H](CO)N1C[C@H](C)[C@H](CN(C)C(=O)N[C@H](C)c2ccccc2)OCc2ccccc2-c2ccccc2C1=O	3[25 µM]
CC1(C)Cc2cccc(OCC(=O)NCCc3ccccc3)c2O1	-12
CC(=O)Nc1ccc2nc(NC(=O)COc3ccc([N+](=O)[O-])cc3)sc2c1	3
COc1ccc(C#Cc2ccc3c(c2)O[C@@H](CN(C)C(=O)CN2CCOCC2)[C@H](C)CN([C@@H](C)CO)S3(=O)=O)cc1	-6[25 µM]
O=[N+]([O-])c1cc(-c2n(-c3ccccn3)c3ccccc3[n+]2-c2ccccn2)ccc1Cl	9
O=C(CN1CCC(c2nc3ccccc3s2)CC1)N1CCCCC1	-3
CC1C(=O)N2CCCc3cc(NC(=O)C(=O)NCCN4CCOCC4)cc1c32 (stereo not drawn)	0
O=S(=O)(Cc1ccccc1)N1[C@H](CO)[C@@H](c2ccccc2)C12CN(CCC(F)(F)F)C2	17[25 µM]
COc1ccc(CCC(=O)Nc2cc(Cl)ccc2N2CCN(C)CC2)cc1	2
COc1ccccc1NC(=O)N1CCN(CCc2ccccc2)CC1	4
Cc1ccc(S(=O)(=O)NC(=O)C2(C)CCN2C(=O)C2(c3ccc(Cl)cc3)CC2)cc1 (stereo not drawn)	10
O=C(NC1(C(F)(F)F)OCCO1)c1ccc(F)cc1	-10
CN1C(=O)C(O)(CC(=O)c2ccccc2O)c2cc(Br)ccc21 (stereo not drawn)	13
N#C[C@@H]1[C@H](c2ccccc2)[C@H](CO)N1S(=O)(=O)c1ccc(F)cc1	9
CS(=O)(=O)N(CC(N)=O)Cc1ccc(Cl)cc1	13
CCOC(=O)c1oc2ccccc2c1CN1CCCCC1	5
CCOCC(=O)Nc1ccc([N+](=O)[O-])cc1C	4
O=C(COc1cccc2cccnc12)N1CCc2ccccc21	-48
COC(=O)c1ccc(COC(=O)CNC(=O)C2CCCCC2)cc1	29
c1ccc2[nH]c(CSc3ncnc4c3oc3ccccc34)nc2c1	-40
O=C(COc1ccc2ccccc2c1)Nc1cccc2cccnc12	-2
Cn1nc(C(F)(F)F)c2cc(NC(=O)OCC(C)(C)C)sc21	6
O=C(NCC(F)(F)F)Nc1ncccn1	3
OCCC1CN(Cc2ccsc2)CCN1C1CCCC1 (stereo not drawn)	13
CC(=O)Nc1nnc(CCN2CCCCC2)s1	-4
Nc1c(S(=O)(=O)c2ccccc2)cnc2c(-c3ccc(F)cc3)cnn12	12
Cc1c(C(=O)NCc2ccccc2)oc2ccc(S(=O)(=O)N3CCCC3)cc12	-7
CC(=O)Nc1c(F)cc(Br)cc1F	4
CC1CCN(c2nnc(NC(=O)Cn3c(=O)oc4ccccc43)s2)CC1	0
Cc1cc(SCC#N)nc2ccccc12	-3
COc1ccc(NC(=O)Cn2nc(C(=O)O)c3ccccc3c2=O)cc1S(=O)(=O)N1CCCCC1	15
CCC(C)(C)NC(=O)c1cc(C(=O)OC)cc([N+](=O)[O-])c1	7
O=C(c1ccc(F)cc1)N1CCC(C(=O)N2CCN(S(=O)(=O)c3cccc(Cl)c3)CC2)CC1	-3
CC=Cc1ccc2n(c1=O)C[C@@H]1[C@@H](CO)[C@H](C(=O)N(C)C)[C@H]2N1CCc1ccccc1 (mixture of isomers)	-3[25 µM]
CC(C)CCOc1ccccc1C(N)=O	5
C[C@@H]1CN([C@H](C)CO)C(=O)c2cc(N(C)C)ccc2O[C@@H]1CN(C)Cc1ccc(Oc2ccccc2)cc1	2[25 µM]
Cc1ccc(S(=O)(=O)N2CCCC(C(=O)NCCCN3CCCCC3C)C2)cc1 (stereo not drawn)	8
CCc1c(C)sc(NC(=O)c2cnn3cccnc23)c1C#N	10
CCNC(=O)NC(=O)COC(=O)c1cccc(S(=O)(=O)N2CC3(C)CC2CC(C)(C)C3)c1 (stereo not drawn)	15
CCN(CC)C(=O)c1ccccc1NC(=O)c1ccccc1	8
CC(C)NC(=O)N1[C@H](CO)[C@H](c2ccc(C#CC3CCCCC3)cc2)[C@@H]1C#N	12
